# HBB splicing: hemoglobin beta splicing modulation; HBB splicing reporter cell assay, activation; EGFP reporter with mutant IVS2-654 intron; response scale: normalised to 500 nM splice-correcting PNA; Potency, µM (top dose mostly 46.1 µM), without a hit: top-dose activation, most hits filed as activators; 65,000 tested, 0.06% active; further: potency means the concentration at half of the fitted maximal effect; 0% is about no effect
#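 HeLa cells stably expressing EGFP interrupted by mutant beta-globin intron 2 (IVS2-654), 500/well in 2% FCS. Treated with compound for 2 days at 37C. Splicing correction scored as total well GFP intensity (488 nm excitation, 500-520 nm emission); 500 nM antisense PNA served as control.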
# Texas Red fluor: compound fluoresces in the Texas Red spectral region. Compound fluorescence, Texas Red channel, 547/618 nm; hits give high values. max dye-equivalent concentration, M. 59,000 tested, 0.06% active; in the data active means max dye-equivalent concentration above about 10 nM; inconclusive means between about 1.1 nM and that limit
#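 qHTS profiling of intrinsic compound fluorescence; 100 mM Tris pH 8.0; 15 min RT; ex 547 / em 618 nm; response expressed as Texas Red dye-equivalent concentration from six-point plate standard.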
# UbGFP stabilizer: ubiquitin-GFP accumulation via proteasome inhibition. AID 526. Potency, µM (top dose mostly 45.9 µM), inactives show top-dose activation (GFP accumulation), most hits filed as activators. 67,000 tested, under 10 active. Ubiquitin-GFP reporter cells, proteasome inhibition, GFP fluorescence; response scale: untreated = 0%, 10 µM MG-132 = 100%; active means well fitted activation curve with a large enough effect, not every such curve was filed as active; inconclusive means small, poorly fitted or top-dose-only effect, or another doubt; inactive means no such curve, though single readings can be large or run the other way; further: potency means the concentration at half of the fitted maximal effect
#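 Proteasome blockade was scored as a rise in GFP-expressing U2OS cells carrying a ubiquitin(G76V)-GFP construct, imaged after 4 hr compound treatment at 37 °C across a 46 uM–2.9 nM series.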
# FLuc inh: blocks Photinus pyralis firefly luciferase activity; P08659; AID 411; purified firefly luciferase, luminescence, 8 min; 72,000 tested, 2.2% active; Potency, µM (top dose mostly 57.1 µM), for the others: at the highest dose activity change, negative = inhibition, most hits filed as inhibitors; further: potency means the concentration at half of the fitted maximal effect; on the % scale 0 is the no-effect control and ±100 the full control effect; nearly all actives have a fitted effect of over 40% in size
# Target sequence (P08659 whole entry, looked up): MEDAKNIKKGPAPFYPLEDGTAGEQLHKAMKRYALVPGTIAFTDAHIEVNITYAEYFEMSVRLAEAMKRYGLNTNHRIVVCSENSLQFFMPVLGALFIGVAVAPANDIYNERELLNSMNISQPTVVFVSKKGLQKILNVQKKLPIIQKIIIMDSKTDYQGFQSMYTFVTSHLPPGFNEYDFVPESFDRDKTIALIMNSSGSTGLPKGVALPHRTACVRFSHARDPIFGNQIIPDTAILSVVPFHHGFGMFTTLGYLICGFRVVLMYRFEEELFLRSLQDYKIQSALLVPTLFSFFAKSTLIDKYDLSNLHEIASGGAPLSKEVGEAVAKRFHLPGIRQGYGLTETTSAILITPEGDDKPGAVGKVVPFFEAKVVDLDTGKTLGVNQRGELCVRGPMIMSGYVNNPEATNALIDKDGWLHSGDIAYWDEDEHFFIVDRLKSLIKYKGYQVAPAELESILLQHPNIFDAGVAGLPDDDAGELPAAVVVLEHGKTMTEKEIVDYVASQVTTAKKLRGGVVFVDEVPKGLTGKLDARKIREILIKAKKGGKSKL
#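 Here, luciferase activity is measured as luminescence following an 8 min room-temperature reaction at 10 uM ATP, pH 7.2. Every library sample is titrated.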
# Epigenetic mod: derepresses silenced GFP locus in mouse C127i cells; mouse C127i GFP locus derepression, cytometry, 30 h; Potency, µM (highest dose often 46.1 µM), without a hit: top-dose GFP derepression (activation); 68,000 tested, 0.09% active; AID 597; further: % of control where 0% means no effect
#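 Read-out is the number of GFP-positive cells, scored as fluorescent objects 20 to 120 um wide, reflecting derepression of a silenced CMV-GFP reporter in murine C127i cells after 30 h compound exposure at 37 C.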
# CRE Fsk mod: alters forskolin-stimulated CRE reporter signaling in CHO cells; AID 662; CHO CRE-bla reporter (cAMP response element driving beta-lactamase), forskolin EC10, beta-lactamase ratio; 71,000 tested, 2.5% active; Potency, µM (titrated, usually from 38.2 µM), for inactives: top-dose activity change, negative = inhibition, usual class: activators; active means well fitted activation curve with a large enough effect in the signal ratio, with a control signal flat, not every such curve was filed as active; inconclusive means small, poorly fitted or top-dose-only effect, or effect the other way, or a change in a side signal; the % refers to the signal ratio; further: potency means the concentration at half of the fitted maximal effect; % of control where 0% means no effect
#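 Titrated compounds plus EC10 NKH 477 on CHO CRE-bla cells, 3 h, 37 °C. CCF4, 2 h RT. Ratio 460/530 nm → AC50.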
# Fluorescein autfl: compound autofluorescence in fluorescein spectral region; 59,000 tested, 0.91% active; max fluorescein-equivalent concentration, M; Compound autofluorescence, 480/540 nm, fluorescein-equivalent; hits give high values; AID 593; in the data active means max fluorescein-equivalent concentration above about 10 nM; inconclusive means between about 1.1 nM and that limit
#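 Fluorescein stocks ranging 3 mM down to 300 nM, plus DMSO blanks, were pinned alongside compounds to build a per-plate standard curve. Buffer: 100 mM Tris, pH 8.0. Incubation 15 min, room temperature; filters 480/540 nm.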
# ERK AVP inh: inhibitors of vasopressin-stimulated ERK signaling pathway | 72,000 tested, 0.99% active | HEK293-V1b, vasopressin-stimulated pERK AlphaScreen | Potency, µM (titrated, usually from 57.5 µM), for the others: at the highest dose activity, negative = inhibition, hits mostly inhibitors; further: potency means the concentration at half of the fitted maximal effect; on the % scale 0 is the no-effect control and ±100 the full control effect; nearly all actives have a fitted effect of over 55% in size
#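 qHTS, compounds titrated on V1b-expressing HEK293 cells. Preincubation 30 min at 37C, vasopressin 25 nM for 5 min, lysis 10 min, bead incubation 5 hr at room temperature.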
# 4MU fluor: compounds fluorescent in 4-MU spectral region; max dye-equivalent concentration, M; compound autofluorescence, 340/450 nm, 4-MU equivalents; hits give high values; 59,000 tested, 11% active; in the data active means max dye-equivalent concentration above about 10 nM; inconclusive means mostly about 1.1 nM to 9.6 nM
#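 Compounds in 100 mM Tris, pH 8.0, sat 15 min at room temperature before fluorescence was read at 340 nm excitation/450 nm emission; a per-plate six-point 4-MU standard curve converted signals to dye-equivalent concentration at each compound concentration.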
# Hsp90 Hop PPI: changes Hsp90-Hop TPR2A binding signal, up or down; AlphaScreen TPR2A-His6 binding biotin-Hsp90 C-terminal peptide; Potency, µM (series often up to 57 µM), without a hit: top-dose activity change, negative = inhibition; 71,000 tested, 0.44% active; AID 595; active means well fitted curve in either direction with a large enough effect; inconclusive means small, poorly fitted or top-dose-only effect, or another doubt; further: potency means the concentration at half of the fitted maximal effect; on the % scale 0 is the no-effect control and ±100 the full control effect; many of its hits are not listed in these tables
# A350 autofl: compounds fluorescent in Alexa 350 spectral region; max dye-equivalent concentration, M; AID 590; Compound autofluorescence, 340/450 nm, Alexa 350 dye-equivalents; hits give high values; 59,000 tested, 11% active; in the data active means max dye-equivalent concentration above about 10 nM; inconclusive means mostly about 1.1 nM to 9.6 nM
# The depositor's hits bear a star; i = inactive; ? = inconclusive; . = not tested or not shown; [ ] = dose if it differs, or a comment. Unless noted, the call rests on the fitted dose curve; in most records, active means well fitted curve in the direction sought with a large enough effect; inconclusive means small, poorly fitted or top-dose-only effect, or another doubt; inactive means no such curve, though single readings can be large; an effect the other way counts as inactive or inconclusive.
SMILES,HBB splicing,Texas Red fluor,UbGFP stabilizer,FLuc inh,Epigenetic mod,CRE Fsk mod,Fluorescein autfl,ERK AVP inh,4MU fluor,Hsp90 Hop PPI,A350 autofl
CCN(CC)CCN1C(=O)c2ccccc2NC1c1cc(OC)c(OC)c(OC)c1 (stereo unspecified),.,i,.,2.6%[25.5 µM],2.3%[20.6 µM],.,i,.,6.64e-07M*,.,7.4e-07M*
CC(C)c1ccc(NC(=O)C2CCCCC2C(=O)O)cc1 (stereo unspecified),-2.5%[0.0738 µM],.,-16.5%[9.17 µM],-2.6%,0.0%,15.7%[7.6 µM],.,-1.2%,.,-2.1%[11 µM],.
O=C(CN(Cc1cccs1)C(=O)CNS(=O)(=O)c1ccc(F)cc1)NCc1ccco1,-1.1%,i,-4.8%,-0.2%,-1.2%,-17.3%,i,6.3%,i,0.0%,i
CCOC(=O)N1CCN(C(=O)c2ccc3nc(N4CCCCC4)sc3c2)CC1,-1.7%,?,-5.3%,-3.6%,3.6%,6.6%,i,7.1%,i,0.3%,i
Nc1nc(CN2CCN(c3ccccc3)CC2)nc(N2CCCc3ccccc32)n1,3.0%[1.84 µM],i,17.6%,-1.5%,-0.4%,-15.5%,i,-23.0%,i,-15.5%,i
CCN(CC)CCCn1c(C)cc2c(c1=O)C(c1ccccc1)C(C#N)=C(N)O2 (stereo unspecified),.,i,.,0.8%[25.5 µM],2.2%[20.6 µM],.,i,.,i,.,i
COc1cccc(NC(=O)CSc2nnc(-c3cccc(OC(C)C)c3)n2N)c1,-1.7%[0.369 µM],?,1.7%,-15.8%,2.2%,-10.7%,i,-21.6%,i,-2.3%,i
CN1CCN(c2ccccc2NS(=O)(=O)c2ccc3c(c2)CCN3C(=O)C2CCC2)CC1,-0.1%,i,5.6%,-0.7%,0.0%,-7.0%,i,-2.9%,i,-1.4%,i
Cc1ccc(CNC(=O)CN2C(=O)C3(OCCCO3)c3ccccc32)cc1,2.3%[1.84 µM],i,14.5%,1.4%,0.0%,7.1%,i,24.2%,i,0.8%,i
CN(CC(=O)Nc1ccc(F)c(F)c1)S(=O)(=O)c1cccc2nsnc12,-1.3%,i,3.7%,-0.5%,-2.9%,?,i,16.2%,i,-2.8%,i
O=C(NCc1ccco1)c1ccc(N2CCCC2=O)cc1,-2.2%,i,-10.1%,-5.2%,1.0%,-6.7%,i,8.7%,i,-2.0%,i
O=C(c1ccco1)N1CCC2(CCCN(c3cccc(-c4ccccc4)c3)C2)CC1,2.3%,i,-4.6%,-0.1%[11.4 µM],4.7%[9.22 µM],3.8%,i,-6.1%,i,?,i
CS(=O)(=O)N1CCC2(CCCN(C(=O)Nc3cccc(F)c3)C2)CC1,0.8%,i,2.6%,0.8%[11.4 µM],-1.5%[9.22 µM],-3.8%,i,-4.1%,i,4.3%,i
O=C(CCn1nnc(-c2cccs2)n1)NCc1ccccc1Cl,0.0%,i,-10.3%,0.7%,-1.0%,-7.3%,i,-7.2%,i,4.6%,i
C=CCn1c(SCC(=O)/C(C#N)=C(\C)N)nc2sc(CC)cc2c1=O,-0.5%[57.5 µM],i,2.0%,0.6%,2.5%,25.1%,?,-8.9%,i,-3.1%,i
COc1nc(-c2ccccc2)ccc1-c1noc(COc2ccccc2)n1,0.8%,i,-10.7%,-0.1%,0.0%,?,?,48.1%[activator],?,?,?
Cc1cccc(CNc2ncnc3[nH]ncc23)c1,1.9%[9.22 µM],?,-2.0%[9.17 µM],1.1%[11.4 µM],2.2%[9.22 µM],-4.0%[7.6 µM],i,-0.7%[11.5 µM],?,-5.4%[11 µM],?
O=C(NCC1CCCO1)C1CCC(=O)N1Cc1ccccc1Cl (stereo unspecified),-0.6%,i,5.4%,-0.2%,-1.4%,-2.6%,i,9.2%,i,-1.9%,i
CC(=O)NCC(=O)OCC(=O)c1ccc(C)c(C)c1,-3.6%,.,-0.5%,-6.2%,-2.2%,0.1%,.,3.4%,.,-0.1%,.
CCO/C=C1/C(=O)N(CC)c2ccccc21,4.0%[0.369 µM],i,.,-1.8%,2.1%,-0.6%,?,3.6%,?,-4.8%,?
COc1cc(CC(NC(C)=O)C(=O)NC2CCN(c3nc(C)cc(C)c3C#N)CC2)cc(OC)c1 (stereo unspecified),-1.0%,i,0.8%,1.8%,1.3%,-2.6%,?,-27.3%,?,-3.7%,1.19e-08M*
CC(C)N(c1ccccc1)c1ccc(NC(=O)C2CCCO2)cc1 (stereo unspecified),-2.3%,i,-4.5%,-0.3%,-0.1%,-3.5%,?,23.7%,i,-2.1%,i
COc1ccc(OC)c(S(=O)(=O)N2CCC(C(=O)Nc3ccc(C)c(C)c3)CC2)c1,-0.1%[57.5 µM],i,2.0%,-2.5%,0.0%,?,i,?,i,0.8%,i
Cc1ccc(S(=O)(=O)Nc2cc(C(=O)NCCN3CCCC3)ccc2N2CCCCC2)cc1,-1.0%,?,3.9%,2.3%,3.3%,-27.2%,i,1.7%,i,-5.2%,i
COc1ccccc1N1CSC2=C(C#N)C(c3ccc(SC)cc3)CC(=O)N2C1 (stereo unspecified),0.5%,.,-5.7%,-24.2%,.,2.4%,.,4.9%,.,-6.1%[2.3 µM],.
C=CCNC(=O)c1ccc2c(c1)nnn2C,.,i,-5.5%,-1.7%,-1.7%,-2.9%,i,-11.5%,i,-0.8%,i
O=C1c2cccc3c(N4CCCCC4)ccc(c23)C(=O)N1c1ccccn1,?,i,3.5%,-1.0%,5.2%,?,2.66e-07M*,20.7%,2.21e-08M*,6.8%,2.82e-08M*
CCCc1cc(C(=O)Nc2cc(Br)ccc2O)no1,-1.1%,.,3.7%,?,0.0%,5.7%,.,-0.6%,.,0.5%,.
CCOc1ccccc1N1CCN(C(=O)c2c(C)noc2C)CC1,2.6%,i,6.1%,2.8%,6.5%,-3.2%,i,-13.8%,i,-0.7%,i
COC(=O)Sc1nc(N2CCOCC2)c2c(c1C#N)CC(C)(C)OC2,.,i,.,-1.7%[25.5 µM],-0.3%[20.6 µM],.,i,.,i,.,i
O=C(Cc1ccccc1)Nc1cccc(-c2nc3ncccc3o2)c1,-0.8%,i,2.4%,0.2%,0.0%,7.8%,i,-12.3%,i,-7.5%,i
Cc1ccc(NC(=O)CCC(=O)O)cc1F,1.2%,i,0.0%,0.6%,0.8%,-2.1%,i,-18.1%,i,-0.1%,i
COc1ccc(OC)c(C2NC(=O)c3sc(=S)n(-c4ccccc4)c3N2)c1 (stereo unspecified),.,?,.,-2.7%[25.5 µM],0.0%[20.6 µM],.,i,.,?,.,?
COc1ccc(OC)c(N(CC(=O)N2CCCC2)S(=O)(=O)c2ccc(OC)c(OC)c2)c1,0.1%,i,2.6%,3.6%,2.6%,6.9%,i,0.8%,i,-5.0%,i
N#Cc1cccc(C(c2nnnn2Cc2ccccc2)N2CCCC2)c1 (stereo unspecified),-0.2%,i,1.8%,2.4%,1.6%,7.4%,i,3.1%,i,-1.6%,?
CC1Cc2nc(SCC(=O)Nc3ccc4c(c3)OCO4)n(-c3ccc(F)cc3)c(=O)c2S1 (stereo unspecified),-0.5%,.,15.9%,0.2%,.,?,.,.,.,1.7%,.
CCCCN=C(C)c1c(O)c2ccccc2oc1=O,1.7%,.,6.0%,-11.2%,-5.8%,?,.,1.9%,.,2.5%,.
O=C(CN1CCN(Cc2ccccc2Cl)C1=O)N1CCCCCC1,1.0%,i,0.0%,-0.3%,8.4%,?,i,-6.3%,i,-1.5%,i
CCc1nn2c(N3CCOCC3)cc(C)nc2c1-c1ccc(F)cc1,-7.7%,i,-0.3%,2.1%,1.0%,?,i,-6.6%,1.97e-07M*,4.8%,2.89e-07M*
O=C(Nc1ccc2c(c1)OCCO2)c1ccncc1,-2.6%,i,-3.7%,-17.4%,-4.6%,?,?,-6.9%,i,-8.3%,i
Cc1nc(NC2=NCN(CCc3ccccc3)CN2)nc2c(C)cccc12,-2.6%[57.5 µM],?,-1.7%,1.7%,0.0%,?,?,8.2%,i,-4.7%,i

# Full records, quoted from the list. Values in the order: HBB splicing, Texas Red fluor, UbGFP stabilizer, FLuc inh, Epigenetic mod, CRE Fsk mod, Fluorescein autfl, ERK AVP inh, 4MU fluor, Hsp90 Hop PPI, A350 autofl
# COc1ccc(OC)c(N(CC(=O)N2CCCC2)S(=O)(=O)c2ccc(OC)c(OC)c2)c1 is listed with 0.1%, i, 2.6%, 3.6%, 2.6%, 6.9%, i, 0.8%, i, -5.0%, i
# COC(=O)Sc1nc(N2CCOCC2)c2c(c1C#N)CC(C)(C)OC2 is listed with ., i, ., -1.7%[25.5 µM], -0.3%[20.6 µM], ., i, ., i, ., i
# Cc1nc(NC2=NCN(CCc3ccccc3)CN2)nc2c(C)cccc12 is listed with -2.6%[57.5 µM], ?, -1.7%, 1.7%, 0.0%, ?, ?, 8.2%, i, -4.7%, i

# Only part of the results is shown. The share of hits here may be higher or lower than overall.
